# D1 potentiator = enhances dopamine response at the human D1 receptor; potentiation, % at 10 µM; P21728; HEK293 TREx D1 cells, calcium flux, dopamine EC20 potentiation; 360,000 compounds, 0.036% hits; AID 504651; in the data active means potentiation above about 30%; further: 0% is about no effect
# Vif-A3G inh = blocks the Vif interaction with human APOBEC3G; Q9HC16; HeLa A3G-eYFP + Vif (tagged APOBEC3G with the HIV-1 protein that degrades it), YFP fluorescence, overnight; Potency, µM (titrated, usually from 46.1 µM), inactives show top-dose activity, negative = active, actives largely listed as inhibitors; 410,000 compounds, 0.076% hits; AID 602310;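 further: potency means the concentration at half of the fitted maximal effect; on the % scale 0 is the no-effect control and ±100 the full control effect; nearly all actives have a fitted effect of over 60% in size; hits raise eYFP signal because A3G escapes Vif-driven loss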
#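 HeLa cells stably expressing Vif and C-terminally eYFP-tagged A3G, seeded overnight at 37 deg C, then exposed to compound by pintool overnight at 37 deg C. Rise in yellow fluorescence (Ex 488/Em 500-530, Acumen) marks blocked Vif-driven A3G degradation.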
# D1 ag = human D1 receptor agonism; P21728; HEK293 T-REx D1 cells, calcium flux, agonist mode; activation, % at 2 µM; 360,000 compounds, 1% hits; AID 504660; in the data active means activation above about 30%; further: 0% is about no effect
#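 Inducible HEK293 T-REx D1 cells, force-coupled to calcium signalling, were plated at 4000 cells/well with tetracycline and held overnight at 30 C. After no-wash calcium dye loading, compound-evoked calcium rise over 180 s flagged agonists.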
# RXFP1 agonist = agonists of human relaxin receptor RXFP1; 370,000 compounds, 0.3% hits; Q9HBX9; HEK293T-RXFP1 cAMP TR-FRET, 30 min; response scale: percent of porcine relaxin response, buffer zero; AID 2676; Potency, µM (doses to about 57.5 µM), for the others: at the highest dose activation, most hits filed as activators; further: potency means the concentration at half of the fitted maximal effect; on the % scale 0 is the no-effect control and ±100 the full control effect; nearly all actives have a fitted effect of over 60% in size; many of its hits are not listed in these tables
# Target sequence (Q9HBX9 whole entry, looked up): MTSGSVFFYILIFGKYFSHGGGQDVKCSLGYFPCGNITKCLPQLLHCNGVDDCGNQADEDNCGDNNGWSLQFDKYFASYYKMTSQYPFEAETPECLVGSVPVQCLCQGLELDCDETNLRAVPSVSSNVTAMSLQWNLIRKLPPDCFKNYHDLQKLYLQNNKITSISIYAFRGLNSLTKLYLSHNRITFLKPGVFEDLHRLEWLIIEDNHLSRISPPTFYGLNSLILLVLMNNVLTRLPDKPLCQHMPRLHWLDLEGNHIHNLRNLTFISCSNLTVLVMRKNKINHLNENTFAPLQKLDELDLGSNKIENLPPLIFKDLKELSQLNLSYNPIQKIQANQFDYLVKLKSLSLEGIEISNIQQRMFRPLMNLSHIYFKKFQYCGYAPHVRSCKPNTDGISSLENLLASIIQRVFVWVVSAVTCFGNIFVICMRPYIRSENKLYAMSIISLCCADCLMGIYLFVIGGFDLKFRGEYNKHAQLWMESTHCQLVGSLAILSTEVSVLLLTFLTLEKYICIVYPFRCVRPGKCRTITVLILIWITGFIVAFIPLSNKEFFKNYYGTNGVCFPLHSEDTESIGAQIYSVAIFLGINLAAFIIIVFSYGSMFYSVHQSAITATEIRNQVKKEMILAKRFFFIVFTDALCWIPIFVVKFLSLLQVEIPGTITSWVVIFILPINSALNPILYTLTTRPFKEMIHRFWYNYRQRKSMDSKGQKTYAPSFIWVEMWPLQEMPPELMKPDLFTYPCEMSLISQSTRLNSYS
#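 cAMP rise read by TR-FRET after 30 min, 37C compound exposure (up to 58 uM) in RXFP1-transfected HEK293 cells with Ro 20174 present. EC50 from Hill-equation fits, with 29 nM porcine relaxin as 100% and buffer as basal.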
# D2 PAM = positively modulates the human D2 dopamine receptor allosterically | P14416 | HEK293 T-REx D2, calcium flux, EC20 dopamine potentiation | potentiation, % at 10 µM | 340,000 compounds, 0.34% hits;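 active means potentiation over 3 SD above the plate norm, cut at about 30% in these data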; further: 0% is about no effect
#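 Tetracycline-induced HEK293 T-REx cells force-coupled to calcium signalling expressed D2; compounds were pin-added after a 10 s baseline, read kinetically 180 s, then an EC20 dopamine challenge followed with a further 180 s calcium read.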
# Glioma ERSR ind = inducers of ER stress response in human glioma cells | U87-MG GRP78 promoter luciferase reporter, 16 h | Potency, µM, without a hit: top-dose activation, actives largely listed as activators | 420,000 compounds, 0.02% hits | AID 602332; further: potency means the concentration at half of the fitted maximal effect; series mostly up to about 76 µM; % of control where 0% means no effect; nearly all actives have a fitted effect of over 35% in size
#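 ERSR induction read as luciferase luminescence (Bright-Glo, 10 min at room temperature) in stably transfected human U87-MG glioma cells exposed to compounds for 16 h, using GRP78 as sensor.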
# LDHA inh = blocks human lactate dehydrogenase A | purified LDHA, NADH/diaphorase-resazurin fluorescence; hits give low values | activity change, % (values are at about 110 or 230 µM) | AID 1347041 | 480,000 compounds, 0.15% hits | P00338; in the data active means activity change below about -30%; inconclusive means mostly about -25% to -30%;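 further: plate controls were DMSO wells for no effect and wells without enzyme for full effect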
#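 Enzyme activity of human lactate dehydrogenase 5 (2 nM; 0.06 mM NADH, 0.2 mM pyruvate, 5 min, RT) is measured via a resazurin/diaphorase fluorescence readout of residual NADH.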
# D1 antag = blocks dopamine activation of the human D1 receptor. P21728. HEK293 TREx D1 cells, calcium flux, dopamine EC80; hits give low values. activity change, negative = inhibition, % at 10 µM. 360,000 compounds, 3.2% hits. AID 504652; in the data active means activity change below about -30%; further: on the % scale 0 is the no-effect control and ±100 the full control effect
#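 Compound effects on dopamine-evoked calcium signalling were measured in tetracycline-induced HEK293 Trex D1 cells. Dopamine at EC80 followed a 180 s compound pre-read, and fluorescence was tracked kinetically for 180 s more.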
# Vif-A3F inh = inhibitors of Vif-A3F interaction; HeLa A3F-eYFP + Vif (tagged APOBEC3F with the HIV-1 protein that degrades it), YFP fluorescence increase; Potency, µM (highest dose often 46.1 µM), for inactives: top-dose activity, negative = active; AID 602313; 390,000 compounds, 0.2% hits; further: potency means the concentration at half of the fitted maximal effect; % of control where 0% means no effect; nearly all actives have a fitted effect of over 65% in size
#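 HeLa cells stably expressing A3F-eYFP plus Vif, plated and incubated overnight at 37 deg C, then exposed to compounds overnight at 37 deg C. Blocked degradation read as raised yellow fluorescence (Ex 488/Em 500-530).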
# * hit, by the source's call; ? = inconclusive; . = no result given; & = joins results of further samples. Unless noted, the call rests on the fitted dose curve; in most records, active means well fitted curve in the direction sought with a large enough effect; inconclusive means small, poorly fitted or top-dose-only effect, or another doubt; inactive means no such curve, though single readings can be large; an effect the other way counts as inactive or inconclusive. Some of the compounds tested; rates above refer to the full screens.
SMILES,D1 potentiator,Vif-A3G inh,D1 ag,RXFP1 agonist,D2 PAM,Glioma ERSR ind,LDHA inh,D1 antag,Vif-A3F inh
COc1ccc(OC)c(NC(=O)C2CCC(CNc3c(N4CCOCC4)c(=O)c3=O)CC2)c1 (centres undefined),-1,-3%,0,-0.8%,1,-2%,-3,10,15%
COc1cccc(C(=O)NC(=O)Nc2ccc(-n3nc(C(F)(F)F)cc3C(F)(F)F)cc2)c1,-3,3%,-1,-1.5%,6,-4%,-1,1,-8%
COc1ccccc1-c1nnc(C2CCN(C(=O)c3ccccc3C)CC2)o1,5,4%,0,3.2%,4,-3%,-7,-7,0%
O=C(COC(=O)c1cc(S(=O)(=O)N2CCOCC2)ccc1F)Nc1ccc2c(c1)OCO2,.,2%,.,.,.,-5%,-4,.,-8%
S=C(Nc1ccccc1)Nc1nccs1,-4,-22%,13,-3.3%,-3,?,-2,12,-21%
CCN(c1cccc(C)c1)S(=O)(=O)c1nnc(NC(=O)c2ccco2)s1,0,-12%,5,0.9%,-7,-4%,-1,1,3%
CCOC(=O)c1nc2sc(C)c(C)c2c(=O)[nH]1,.,0%,.,2.5%,.,-3%,-2,.,-4%
COC(=O)C1=C(N)Oc2cc(C)n(Cc3cccnc3)c(=O)c2C1c1ccc(OC)c(OC)c1 (centres undefined),-4,-3%,2,1.2%,-7,0%,16,-9,-2%
COC(=O)C1=CN(Cc2ccc(OC)cc2)C=C(C(=O)OC)C1c1ccsc1,-2,-9%,1,1.2%,1,-5%,1,-20,1%
Cc1cc(NC(=O)Cn2cnc3c(cnn3C(C)(C)C)c2=O)no1,-1,1%,-2,1.5%,-4,0%,-2,2,-7%
C[C@@H]1CN(S(=O)C(C)(C)C)[C@H](CCO)/C1=C\CCO (some centres undefined),.,5%,.,.,.,-4%,-2,.,8%
CCOC(=O)CNc1c(-c2ccc(Cl)cc2)nc2cnccn12,0,1%,-1,13%,-8,-3%,-2,0,-23%
Cc1cn(CC(C)C)c(=O)n(-c2ccccc2)c1=O,.,2%,.,.,.,-2%,-4,.,-2%
CSc1ccccc1NC(=O)CN1CCN(Cc2ccccc2)CC1,-5,.,-1,0.3%,-16,.,.,-5,.
O=C(Nc1ccc(Cl)cc1)C1CCN(S(=O)(=O)c2ccc(Br)s2)CC1,-3,2%,2,3.5%,-5,-4%,-7,-14,-6%
N#Cc1ccccc1NC(=O)C(=O)NCCc1csc(-c2ccc(F)cc2)n1,0,4%,5,24%,-6,-3%,1,-12,1%
COc1ccc(C2(c3ccc(OC)cc3)NC(=O)N(CC(=O)Nc3cc(C)ccc3OC)C2=O)cc1,5,6%,11,0.3%,3,4%,1,-2,1%
O=C(CSc1nc(-c2ccc(F)cc2)[nH]c1-c1ccccc1)NCC1CCCO1 (centres undefined),-1,0%,-1,-1.2%,-14,-2%,-6,-1,0%
CC(OC(=O)c1ccc(-n2cnnn2)cc1)C(=O)Nc1ccccc1F (centres undefined),-6,2%,3,0.9%,.,-3%,0,-6,6%
Cc1ccc(Cl)cc1-n1c(=O)c2sc3ccccc3c2n(CC(=O)NC2CCCC2)c1=O,-2,-1%,1,4.2%,0,1%,-5,-9,1%
CN(C(=O)COC(=O)c1cc([N+](=O)[O-])ccc1N1CCOCC1)C1CCCCC1,.,-2%,.,.,.,4%,2,.,-3%
CC(C)OC(=O)/C(C#N)=C\c1cccnc1,2,-1%,1,-1.0%,-11,4%,-3,11,2%
Cc1cccc(NC(=O)CSc2ncnc3nc[nH]c23)c1,-7,-4%,3,5.9%,-4,-2%,-4,-30,-5%
O=C(NCc1ccc(F)cc1)C(C(=O)NCc1ccc(F)cc1)c1ncc(C(F)(F)F)cc1Cl,1,-7%,3,0.0%,-6,-2%,-9,.,-4%
O=C1CNC(=O)/C(=C\c2ccc(F)cc2)N1,-3,-11%,0,5.5%,12,-2%,-7,4,1%
COc1ccc(C)cc1NC(=O)C(=O)NNC(=O)COc1ccc(Cl)cc1,1,-1%,4,-2.1%,2,14%,-5,10,-4%
O=S(=O)(c1cc(Cl)ccc1Cl)N1CCc2ccccc21,-6,-2%,7,2.1%,-17,-2%,1,-23,1%
CSc1ccc(S(=O)(=O)NCC(=O)OCC(=O)N(Cc2ccccc2)C(C)C)cc1[N+](=O)[O-],-10,0%,0,0.4%,4,16%,-11,-35*,-5%
COc1ccc(Cn2nnnc2C(C(C)C)N2CCN(c3ccccc3OC)CC2)cc1 (centres undefined),-4,-3%,2,1.3%,-9,-2%,1,-3,-5%
CN(C)S(=O)(=O)c1cccc(C(=O)N(Cc2ccc(F)cc2)Cc2ccco2)c1,-8,-5%,9,0.3%,-7,-4%,-4,-22,-7%
COCCCNC(=S)N(CCO)Cc1cc2cc3c(cc2[nH]c1=O)OCCO3,0,0%,6,0.3%,1,-3%,1,-11,-5%
O=C1CN(C(=O)N[C@@H](Cc2ccccc2)C(=O)N[C@@H](Cc2ccccc2)C(=O)O)c2ccccc2N1,-3,-2%,1,3.8%,-9,-1%,-13,-26,-14%
O=C(NNC(=O)c1cc(-c2cccnc2)nc2ccccc12)Nc1ccc(Cl)cc1,-7,1%,16,-0.3%,-5,-4%,-1,-15,-12%
COc1ccc(/C=C2\SC(N3CCCCC3)=NC2=O)cc1,-7,-8%,0,-1.4%,4,9%,-1,-3,3%
Cc1ccc(S(=O)(=O)N2C[C@@H](C)[C@]3(C2)[C@H](O)[C@H](OC(=O)NC2CCCC2)C[C@H]2C(=O)N(c4ccccc4)C(=O)[C@H]23)cc1,.,2%,.,.,.,-1%,-2,.,-1%
O=C(NC1CCCc2c1cnn2-c1ccccc1F)c1ccncc1 (centres undefined),.,2%,.,.,.,-3%,-1,.,0%
CCC(C)NC(=O)Cn1cnc([N+](=O)[O-])c1 (centres undefined),-6,2%,1,-1.8%,-5,-2%,-8,2,-2%
CC12CCC(C(=O)NC3CCCCC3)([C@H](Br)C1=O)C2(C)C (some centres undefined),-4,1%,0,1.9%,-3,0%,-12,-17,-9%
COc1ccc(C)cc1S(=O)(=O)N(CC(=O)N1CCCC1)c1ccccc1,0,1%,2,1.9%,6,3%,-3,7,-4%
CCCN=C(C)C1=C(O)c2ccccc2C1=O,-7,-7%,0,-0.9%,17,13%,-4,-5,0%
Cc1cccc(N2C(=O)CC(NNc3nc4ccccc4s3)C2=O)c1 (centres undefined),11,1%,7,0.2%,7,-4%,-12,-2,0%
Cc1c(C(=O)N/N=C/c2ccccc2)[nH]c2c([N+](=O)[O-])cccc12,-10,?,2,2.5%,5,-3%,-6,-16,1%
COc1ccc2c(c1)c1c(c(=O)n(Cc3ccccc3)c(=O)n1Cc1cc(C)ccc1C)n2C,0,-2%,0,1.1%,6,-2%,-3,9,0%
CCCNc1[nH]c(=O)n(C)c(=O)c1N=O,-6,3%,3,0.0%,-2,-4%,-5,-5,-6%
O=c1c2ccc([N+](=O)[O-])cc2ncn1CCOc1cccc(Br)c1,-12,-13%,2,0.2%,2,4%,2,-21,8%
COc1cccc(CNC(=O)N[C@@H](C)C(=O)O)c1,-4,-6%,4,1.8%,8,1%,-1,-8,9%
CC(C)C1C(c2ccccc2)NC(c2ccccc2)CC1(O)c1ccc(F)cc1 (centres undefined),1,-9%,10,-1.2%,0,-7%,-1,5,-2%
CCN(CC)CCNC(=O)c1ccc(NC(=O)c2cccc(S(=O)(=O)N3c4ccccc4CC3C)c2)cc1 (centres undefined),-14,2%,3,-0.4%,8,-6%,-11,-3,-16%
CCOc1cccc(C2c3c(oc4ccc(F)cc4c3=O)C(=O)N2CCc2ccc(OC)cc2)c1 (centres undefined),-7,3%,0,6.3%,7,2%,-6,-30*,-3%
CCN(CC)S(=O)(=O)c1ccc2oc(C(=O)N3CCOCC3)c(C)c2c1,5,1%,4,-0.6%,8,0%,-5,-26,3%

# (further entries)
SMILES,D1 potentiator,Vif-A3G inh,D1 ag,RXFP1 agonist,D2 PAM,Glioma ERSR ind,LDHA inh,D1 antag,Vif-A3F inh
O=C(CN1C(=O)CCSc2ccc(S(=O)(=O)N3CCCC3)cc21)Nc1ccccc1Cl,-2&-2,2%&-4%,0&0,-0.3%&-0.9%,3&7,-9%&-6%,-3&-12,-5&7,-3%&2%
Cc1ccccc1CC(=O)N1CCN(C(=O)c2ccco2)CC1,3,-2%,0,-0.1%,6,4%,0,4,-13%
CCn1ncc([N+](=O)[O-])c1C(=O)NC1CCCCC1,-1,1%,0,-1.6%,-6,-2%,1,-16,3%
CCN(CC)C(=O)COc1ccc2oc(-c3ccco3)cc(=O)c2c1,3,-4%,0,6.7%,-2,1%,-3,-2,-8%
CCOc1ccccc1N(CC(=O)NCCc1ccc(OC)cc1)S(=O)(=O)c1ccc(C)cc1,.,1%,.,.,.,-3%,-8,.,-3%
COc1ccc(OC)c(NC(=O)CCc2c(C)nc3c(-c4ccccc4)c(C)nn3c2C)c1,-2,-2%,2,0.7%,-7,-3%,6,14,-2%
CCOc1ccc(-n2nnnc2SCC(=O)Nc2cccc(O)c2)cc1,-3,6%,8,0.3%,3,-4%,-2,-18,11%
COc1ccc2cc(C(=O)N3CCN(C)CC3)[nH]c2c1,-5,-1%,1,0.9%,0,-3%,0&-1,-2,3%

# Among those listed so far, three contain bromine.
SMILES,D1 potentiator,Vif-A3G inh,D1 ag,RXFP1 agonist,D2 PAM,Glioma ERSR ind,LDHA inh,D1 antag,Vif-A3F inh
O=C(Nc1ccc(Cl)cc1)C1CCN(S(=O)(=O)c2ccc(Br)s2)CC1,-3,2%,2,3.5%,-5,-4%,-7,-14,-6%
CC12CCC(C(=O)NC3CCCCC3)([C@H](Br)C1=O)C2(C)C (some centres undefined),-4,1%,0,1.9%,-3,0%,-12,-17,-9%
O=c1c2ccc([N+](=O)[O-])cc2ncn1CCOc1cccc(Br)c1,-12,-13%,2,0.2%,2,4%,2,-21,8%
